# Assay outcomes as filed in PubChem BioAssay.
# MK inhibit: S. pneumoniae mevalonate kinase inhibition | hit rate 0.48% among 65,000 | purified MK, PK/LDH-coupled NADH absorbance 340 nm | inhibition, % at 10 µM;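 active means ranked among the strongest by inhibition in the single 10 µM screen, a fixed top-ranked set picked for dose follow-up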; further: no value below 0 was filed
# Spn PMK inh: inhibitors of Streptococcus pneumoniae phosphomevalonate kinase; purified PMK, PK/LDH-coupled NADH absorbance 340 nm; inhibition, % at 10 µM; hit rate 0.49% among 65,000; AID 539;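 active means top-ranked compounds by inhibition in the single 10 µM screen, taking a fixed number of the strongest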;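 further: 0% = full reaction with DMSO carrier and 100% = background rate without enzyme reaction; no value below 0 was filed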
# HPDE-C7K KRASV12: cytotoxicity in KRAS-transformed pancreatic duct cells, primary screen, cell-based, fluorescence, HTS (AID 431); HPDE-C7K KRASV12 cells, Alamar Blue viability, 48 h; higher % means a stronger effect; cytotoxicity, % at 10 µM, or EC50 in µM where a hit was titrated; hit rate 1.7% among 63,000;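 active means compounds whose percent cytotoxicity in the single-dose primary screen, scaled between solvent and toxic-drug controls, exceeds 50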;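 further: 0% = DMSO solvent wells and 100% = doxorubicin-treated wells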
# LYP inhibition: inhibition of human PTPN22 tyrosine phosphatase – biochemical, DiFMUP fluorescence, recombinant catalytic domain, 10 µM, primary screen (AID 606) | recombinant LYP catalytic domain, DiFMUP fluorescence; higher % means a stronger effect | inhibition, % at 10 µM; hits with a dose series show IC50 in µM | 52,000 tested, under 10 active;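 active means IC50 under 40 µM in the dose-response test; inactive means IC50 of 40 µM or more, or never dose-tested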
# HT1080 viability: cytotoxicity in HT1080 fibrosarcoma cells, cell-based, fluorescence readout (AID 620); HT1080 viability, fluorescence; higher % means a stronger effect; cytotoxicity, % at 10 µM, or EC50 in µM where a hit was titrated; hit rate 0.42% among 87,000;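 further: cells exposed to compound overnight then 4 h with Alamar Blue; 0% = vehicle DMSO and 100% = killing control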
# Bfl-1 displacement: displacement of Bid BH3 peptide from Bfl-1 – biochemical, fluorescence polarization, FITC-Bid, mouse, primary screen (AID 432) | FITC-Bid BH3 peptide fluorescence polarization displacement; higher % means a stronger effect | displacement, % at 20 µM, or IC50 in µM where a hit was titrated | hit rate 0.02% among 64,000; in the data active means a potency from the dose series; inactive means the rest, 99 in 100 with displacement below about 15%; further: strong numbers were not always called active
# DPM-DC inhibit: S. pneumoniae DPM-DC inhibition. purified DPM-DC, PK/LDH coupled NADH fluorescence. hit rate 0.49% among 65,000. calls only at 10 µM;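 active means the 320 compounds with the highest percent inhibition in the single-dose primary screen, excluding strongly autofluorescent ones, cut at about 32% in these data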;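 further: kinetic rate of NADH fluorescence loss reporting ADP formed by the decarboxylase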
# TNAP inhibition: inhibition of tissue-nonspecific alkaline phosphatase – biochemical, luminescent (AID 518); purified TNAP enzyme, luminescent substrate readout; higher % means a stronger effect; hit rate 0.09% among 64,000; inhibition, % at 20 µM, or IC50 in µM where a hit was titrated; in the data active means a potency from the dose series; inactive means the rest, 99 in 100 with inhibition below about 22%;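 further: plate controls were vehicle for no effect and reference inhibitor for full effect; many of its hits are not listed in these tables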
# HPDE-C7 cytotoxicity: HPDE-C7 pancreatic duct cell viability loss – fluorescence, HTS (AID 430) | HPDE-C7 pancreatic duct cells viability, fluorescence; higher % means a stronger effect | cytotoxicity, % at 10 µM, or EC50 in µM where a hit was titrated | hit rate 1.8% among 63,000;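 further: cells exposed to compound for 48 hours before viability readout; 0% = vehicle and 100% = reference cytotoxic drug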
# Spn PMK inh pilot replicates: second read-out of Spn PMK inh, no call of its own (marks repeat the call); inhibition, %; measured here: pilot screen replicates
# MK inhibit pilot replicates: also measured in MK inhibit; calls as there; inhibition, %; measured here: pilot screen replicates
# DPM-DC inhibit pilot screen %: second read-out of DPM-DC inhibit, no call of its own (marks repeat the call); inhibition, %; measured here: pilot screen trials
# Numbers without * were called inactive; i = inactive; . = not tested or not shown. Unless noted, no stated cut-off is given here; in the data, active means cytotoxicity above about 50%; inactive means the rest. Random draw from the library. About 3.3% of those tested had a hit in this group.
SMILES,MK inhibit,Spn PMK inh,HPDE-C7K KRASV12,LYP inhibition,HT1080 viability,Bfl-1 displacement,DPM-DC inhibit,TNAP inhibition,HPDE-C7 cytotoxicity,others
CCOC(=O)c1sc2nc(NC(=O)COc3ccccc3)sc2c1C,0,0,4%,-1%,1%,1%,i,4%,0%,Spn PMK inh pilot replicates=0.0;MK inhibit pilot replicates=3.0;DPM-DC inhibit pilot screen %=2.0
Cc1ccc2[nH]c(=O)c(CN(CCO)C(=O)NCc3ccccc3)cc2c1,3,9,9%,9%,-5%,2%,i,5%,6%,
O=C(CC1NC(=O)NC1=O)Nc1cccc2ccccc12 (stereo not drawn),6,12,-13%,-8%,0%,0%,i,7%,-13%,
CCc1nc(SCc2ccccn2)c2c(=O)n(C)c(=O)n(C)c2n1,6,7,-2%,3%,2%,-6%,i,2%,-6%,
Clc1nnc2ccc(-c3ccccc3)nn12,5,0,-14%,.,6%,0%,i,6%,-3%,
Cc1nc(SCc2ccc(Br)cc2)[nH]c(=O)c1C,0,0,-3%,15%,-5%,-2%,i,17%,-6%,Spn PMK inh pilot replicates=2.5;MK inhibit pilot replicates=0.0;DPM-DC inhibit pilot screen %=2.5
Cc1ccc2oc(-c3cccc(NC(=O)C4CCCO4)c3)nc2c1 (stereo not drawn),4,8,3%,5%,6%,-10%,i,10%,0%,
CCOC(=O)C1CCN(C(=O)Cc2c(F)cccc2Cl)CC1,4,6,-4%,-3%,9%,2%,i,7%,-5%,
Cc1ccc(-c2nn3c(C)nnc3s2)cc1NC(=O)COc1ccc(Cl)cc1,4,9,7%,2%,4%,1%,i,8%,8%,
Cc1nn(CCC#N)c2nc(C(F)(F)F)[nH]c(=O)c12,0,7,-14%,7%,5%,-1%,i,6%,1%,
Oc1c(C(c2cccs2)N2CCC3(CC2)OCCO3)sc2ncnn12 (stereo not drawn),13,0,1%,4%,1%,4%,i,10%,5%,
CCc1cccc(NC(=O)CN(C)S(=O)(=O)c2cnc[nH]2)c1,0,15,-5%,-4%,-6%,-8%,i,19%,-13%,
CCCCCn1c(=O)c(-c2nc3ccccc3c(=O)[nH]2)c(O)c2ccccc21,11,0,9%,12%,5%,8%,i,8%,3%,
O=C(O)CC(NC(=O)C(c1ccccc1)c1ccccc1)c1ccco1 (stereo not drawn),12,0,10%,17%,3%,7%,i,12%,1%,
C=CCc1cccc2cc(C(=O)OCC)c(=O)oc12,8,0,-11%,.,.,-3%,i,4%,-11%,
CCOc1cccc2cc(-c3nnc(-c4ccccc4)o3)c(=O)oc12,6,13,-3%,.,3%,-9%,i,12%,-15%,
COc1ccc(C(c2nnnn2Cc2ccccc2)N2CCN(c3nc4ccccc4s3)CC2)cc1 (stereo not drawn),8,4,5%,0%,-7%,1%,i,5%,0%,
c1ccc(CCN2CN(CCCN3CCOCC3)c3nc4ccccc4n3C2)cc1,0,0,-26%,.,3%,7%,i,11%,-24%,
CC(=O)NC(Cc1ccccc1)C(=O)N1CCN(C(=O)c2cccs2)CC1 (stereo not drawn),13,10,-9%,13%,-2%,-3%,i,12%,-2%,
CCOC(=O)N1CCC(N2Cc3cccc(C(=O)NCc4ccc5c(c4)OCO5)c3C2=O)CC1,6,12,-1%,.,12%,-8%,i,2%,2%,
COc1cc(C2NC(=O)c3ccccc3O2)cc(OC)c1OC (stereo not drawn),0,6,-14%,.,0%,-2%,i,-2%,-13%,
CC(=O)N=c1sc(S(N)(=O)=O)nn1C,9,12,0%,11%,0%,4%,i,11%,0%,Spn PMK inh pilot replicates=0.5;MK inhibit pilot replicates=0.0;DPM-DC inhibit pilot screen %=0.0
CC(C)(C)C(=O)C(CO)(Oc1ccc(Cl)cc1)n1cncn1 (stereo not drawn),11,0,6%,7%,-9%,-4%,i,4%,12%,
Cc1ccc(NC(=O)Cn2cc3c(n2)CCC(C)C3)cc1 (stereo not drawn),4,8,4%,-7%,3%,3%,i,10%,-7%,
CCSc1nc2c(c(=O)[nH]c(=O)n2C)n1CC(O)COc1ccccc1C (stereo not drawn),7,0,-12%,0%,7%,-7%,i,-1%,-1%,
O=C(NCC1COc2ccccc2O1)Nc1ccccc1F (stereo not drawn),0,8,-8%,5%,8%,-6%,i,6%,-3%,
CN1CCCN(Cc2ccccc2C(F)(F)F)CC1,57*,10,.,.,-5%,1%,i,3%,.,
Clc1ccc(OCCn2ccnc2)c(Cl)c1,6,3,-10%,-1%,-3%,-1%,i,3%,-14%,
O=c1cc(CN2CCN(CCO)CC2)c2cc3c(cc2o1)CCC3,9,19,-16%,17%,2%,-1%,i,10%,-21%,
CCc1c(C)c2cc(Cl)c(O)c(CN3CCCCC3)c2oc1=O,0,8,-4%,8%,13%,1%,.,7%,-3%,
O=C(CCC(=O)c1ccc[nH]1)c1ccc(Cl)cc1,5,12,-1%,.,7%,-4%,i,6%,-2%,
CCCCOc1ccccc1NC(=O)C=C(C)C,6,0,-16%,14%,-2%,-1%,i,-2%,1%,
CCCCOC(=O)c1ccc(NS(=O)(=O)c2cc(-c3nnnn3CC)ccc2OC)cc1,9,9,-11%,-1%,-3%,1%,i,5%,5%,
c1ccc(Cn2nnc3c(NCCN4CCOCC4)ncnc32)cc1,6,10,7%,9%,-20%,-4%,i,12%,5%,
CCOC(=O)c1ccc(NC(=O)CSc2nnc(-c3cccs3)n2CC)cc1,4,0,0%,14%,9%,2%,i,0%,-4%,
CC1(C)CC(=O)c2cc(C(=O)NCc3ccco3)c(=O)n(-c3ccccc3)c2C1,7,7,-8%,10%,3%,-6%,i,10%,-7%,
CCOc1cc(C2C(C(=O)c3ccc(C)o3)=C(O)C(=O)N2CCc2ccccc2)ccc1O (stereo not drawn),7,18,1%,12%,-4%,-5%,i,2%,-6%,
Nc1nonc1OCCc1ccccc1,0,0,-12%,-1%,0%,-2%,i,8%,-12%,
CCn1c(SCC(=O)NCc2ccco2)nc2c1c(=O)n(C)c(=O)n2C,10,7,-21%,10%,-4%,6%,i,4%,-1%,
NC(=O)c1ccccc1NS(=O)(=O)Cc1ccc(Cl)cc1,2,3,4%,-5%,5%,-1%,.,8%,0%,

# Next part, overlapping the part above by 3 compounds.
SMILES,MK inhibit,Spn PMK inh,HPDE-C7K KRASV12,LYP inhibition,HT1080 viability,Bfl-1 displacement,DPM-DC inhibit,TNAP inhibition,HPDE-C7 cytotoxicity,others
Nc1nonc1OCCc1ccccc1,0,0,-12%,-1%,0%,-2%,i,8%,-12%,
CCn1c(SCC(=O)NCc2ccco2)nc2c1c(=O)n(C)c(=O)n2C,10,7,-21%,10%,-4%,6%,i,4%,-1%,
NC(=O)c1ccccc1NS(=O)(=O)Cc1ccc(Cl)cc1,2,3,4%,-5%,5%,-1%,.,8%,0%,
CC(C)C(CCN1C(=O)CCC1=O)C1CCOC(C)(C)C1 (stereo not drawn),.,.,-3%,17%,0%,-1%,.,8%,-3%,
CN(C)C(=O)N1CCN(C(=O)c2ccco2)CC1,3,1,9%,-2%,-1%,-7%,i,19%,8%,Spn PMK inh pilot replicates=0.0;MK inhibit pilot replicates=2.0;DPM-DC inhibit pilot screen %=0.0
O=C(Nc1ccc(SC(F)F)cc1)c1ccc2nccnc2c1,0,0,-15%,11%,9%,-4%,i,6%,-11%,Spn PMK inh pilot replicates=0.0;MK inhibit pilot replicates=0.0;DPM-DC inhibit pilot screen %=0.0
O=C1c2cccnc2C(=O)N1c1cccc(-c2nc3ccccc3o2)c1,i,11,-5%,9%,8%,28%,i,17%,-7%,Spn PMK inh pilot replicates=1.5;MK inhibit pilot replicates=0.0;DPM-DC inhibit pilot screen %=4.5
CCCCC1CC1C(=O)Nc1ncc2c(n1)CC(C)(C)CC2=O (stereo not drawn),10,9,4%,2%,-2%,-2%,i,13%,-1%,
COCCOC(=O)c1c(C)oc2ccc(O)c(CN3CCC(C)CC3)c12,5,0,6%,-2%,0%,-11%,i,3%,-6%,
Cc1nc2cc(-c3cccc(Cl)c3)nn2c(N2CCN(C(=O)c3ccco3)CC2)c1C,0,14,-8%,.,21%,3%,i,6%,-8%,
COc1ccc(Nc2nc(N3CCCC3)nc3ccccc23)c(OC)c1,8,12,39%,-13%,12%,-1%,i,6%,28%,
CC1(C)C2CCC1(CS(=O)(=O)NCc1ccc(C(=O)O)cc1)C(=O)C2 (stereo not drawn),2,19,-22%,12%,-5%,6%,i,5%,-37%,Spn PMK inh pilot replicates=2.0;MK inhibit pilot replicates=2.0;DPM-DC inhibit pilot screen %=4.0
COC(=O)CN(c1ccc(C(C)C)cc1)S(=O)(=O)c1c(C)[nH]c(=O)[nH]c1=O,0,0,-4%,-1%,-4%,0%,i,8%,-4%,
COCCNC(=O)c1cn(C)c2ccc(S(=O)(=O)N(C)C3CCCCC3)cc2c1=O,14,0,2%,1%,-7%,-1%,i,11%,5%,
C=CCn1c(Cc2ccc(OC)cc2)nnc1SCc1nc2ccccc2c(=O)[nH]1,5,9,-6%,-5%,4%,-2%,i,11%,-7%,
CCC(C)C(NC(=O)c1ccccc1NC(=O)c1ccco1)C(=O)NC1CCCCC1 (stereo not drawn),11,0,-4%,2%,-5%,6%,i,13%,-9%,
CCOC(=O)c1ccccc1NC(=O)c1ccc2c(=O)n3c(nc2c1)CCCCC3,2,10,15%,6%,0%,-4%,i,18%,16%,Spn PMK inh pilot replicates=2.0;MK inhibit pilot replicates=0.0;DPM-DC inhibit pilot screen %=0.5
COc1ccc(OC)c(S(=O)(=O)n2nc(-c3ccccc3)cc2N)c1,2,7,-11%,10%,-6%,0%,i,-2%,-14%,
COc1ccc(-c2nnc(SCc3cccc(C#N)c3)o2)cc1,8,4,-1%,4%,6%,0%,i,8%,7%,
CCc1nnc(NC(=O)CSc2nc3c(cc2C#N)CCCC3)s1,0,0,8%,7%,-1%,-7%,i,6%,-1%,
Fc1ccc(-c2nnc(-c3ccc(Cl)cc3Cl)o2)cc1,4,6,1%,11%,.,-2%,i,10%,1%,
CC(C)(C)NC(=O)CSc1nncn1-c1ccccc1,5,0,8%,9%,-3%,-8%,i,11%,6%,
CCOC(=O)c1c(COc2ccccc2)oc2ccc(O)cc12,4,0,-6%,-22%,1%,-6%,i,16%,-15%,
CCN(CC)CCCN1C(=O)C(=O)/C(=C(/O)c2cnn(-c3ccccc3)c2C)C1c1ccncc1 (stereo not drawn),0,0,0%,3%,-4%,7%,i,10%,-4%,
COC(=O)c1ccccc1NC1OC(=O)c2ccccc21 (stereo not drawn),0,8,-23%,-5%,-7%,2%,i,8%,-27%,
O=C(NCc1cccs1)c1cc(-c2ccccc2)on1,12,12,5%,10%,-2%,-5%,i,12%,11%,
CC(=O)Cc1ccccc1OC(=O)c1ccco1,11,10,2%,.,20%,0%,i,14%,-10%,
